# Screening results as filed in PubChem BioAssay.
# HT1080NT lethal – kills 2HG-producing HT-1080-NT fibrosarcoma cells | Potency, µM (series often up to 46.1 µM), without a hit: at the top dose activity, negative = less viability, actives largely listed as cytotoxic | AID 686970 | 360,000 tested, 1.6% active | HT-1080-NT fibrosarcoma viability, CellTiter-Glo ATP luminescence, 48 h;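 note: NT is the 2HG producing partner of a matched IDH1 knockdown line; potency is the fitted concentration of half-maximal effect; 0% = DMSO-treated cells and -100% = media-only wells without cells; nearly all actives have a fitted effect of over 55% in size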
#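 Compounds were tested in concentration-response format on HT-1080-NT cells for 48 hours at 37 degrees C. Cell viability came from CellTiter-Glo luminescence; curves were classified by r2, response magnitude and activity.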
# GLP1R ag – activates the human GLP-1 receptor; P43220; HEK293 GLP-1R CRE-luciferase, luminescence, 4-6 h; cells express a hypersensitive GLP-1R form; Potency, µM (titrated, usually from 45.6 µM), without a hit: at the top dose activation, usual class: activators; 380,000 tested, 0.007% active; note: potency is the fitted concentration of half-maximal effect; % of control where 0% means no effect
# Target sequence (P43220 whole entry, looked up): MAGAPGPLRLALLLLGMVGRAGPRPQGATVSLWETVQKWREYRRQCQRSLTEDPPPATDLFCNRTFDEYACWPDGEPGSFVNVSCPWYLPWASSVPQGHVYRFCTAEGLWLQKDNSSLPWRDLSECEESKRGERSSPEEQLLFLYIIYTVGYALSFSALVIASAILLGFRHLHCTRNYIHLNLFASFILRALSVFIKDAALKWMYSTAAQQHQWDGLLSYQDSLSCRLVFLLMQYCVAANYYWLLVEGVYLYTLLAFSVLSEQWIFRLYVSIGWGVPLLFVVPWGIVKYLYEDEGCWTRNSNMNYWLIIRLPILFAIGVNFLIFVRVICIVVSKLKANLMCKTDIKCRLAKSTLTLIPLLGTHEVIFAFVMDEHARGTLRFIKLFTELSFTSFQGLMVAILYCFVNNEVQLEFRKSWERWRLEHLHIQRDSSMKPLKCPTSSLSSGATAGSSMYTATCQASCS
# HT1080 IDH1KD tx – HT-1080 IDH1 knockdown cell toxicity (counter line); HT-1080 IDH1 knockdown viability, ATP luminescence, 48 h; Potency, µM (top dose mostly 46.1 µM), for the others: at the highest dose activity, negative = toxicity, usual class: cytotoxic; 360,000 tested, 2% active; AID 686971;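 note: potency is the fitted concentration of half-maximal effect; 0% = DMSO wells and -100% = cell-free medium wells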
#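 Assay cells: HT-1080 with IDH1 knockdown, 750 per well, RPMI/5% FBS. Exposure: 48 h at 37 °C following 2 h pre-incubation. Read: CellTiter-Glo luminescence; fitted concentration-response, curve class assigned.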
# IL1B secr inh – inflammasome signaling inhibition, IL-1 beta readout; THP-1 LPS/ATP IL-1B secretion, AlphaLISA, 16 h; stronger effect = lower value; activity change, % at 57.5 µM; 360,000 tested, 4.7% active; in the data active = activity change below about -50%; inconclusive = mostly about -30% to -49%; note: % is set by controls: 0 for no effect and ±100 for the full control effect
#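 THP-1 cells pretreated 1 hr with compounds (up to 57.5 uM final), then stimulated with LPS (250 ng/mL final) plus ATP (1.25 mM final); secreted IL-1B measured by AlphaLISA after 16 hr, decreased signal indicating inhibition.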
# KB-V1 MDR tox – KB-V1 MDR subline cytotoxicity | KB-V1 MDR cells viability, CellTiter-Glo, 72 h | Potency, µM (top dose mostly 46.1 µM), for inactives: at the highest dose activity change, negative = cytotoxicity, usual class: cytotoxic | 400,000 tested, 3.4% active | AID 1347076; note: potency is the fitted concentration of half-maximal effect; % is set by controls: 0 for no effect and ±100 for the full control effect; nearly all actives have a fitted effect of over 60% in size
#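 Readout: CellTiter-Glo luminescence, 10 min after addition. Cells: KB-V1 MDR subline, 72 h at 37 degrees C with compound. Analysis: corrected, normalized data fitted to concentration-effect curves.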
# D3 antag – antagonists of human D3 dopamine receptor. D3R cells, DiscoveRx beta-arrestin luminescence, antagonist mode; stronger effect = lower value. AID 652054. P35462. 360,000 tested, 2.5% active. max response, negative = inhibition, %; in the data active = max response below about -50%; inconclusive = no clear call, values can overlap the other calls; note: % is set by controls: 0 for no effect and ±100 for the full control effect; mostly tested at two doses, the higher about 12 µM
# Target sequence (P35462 whole entry, looked up): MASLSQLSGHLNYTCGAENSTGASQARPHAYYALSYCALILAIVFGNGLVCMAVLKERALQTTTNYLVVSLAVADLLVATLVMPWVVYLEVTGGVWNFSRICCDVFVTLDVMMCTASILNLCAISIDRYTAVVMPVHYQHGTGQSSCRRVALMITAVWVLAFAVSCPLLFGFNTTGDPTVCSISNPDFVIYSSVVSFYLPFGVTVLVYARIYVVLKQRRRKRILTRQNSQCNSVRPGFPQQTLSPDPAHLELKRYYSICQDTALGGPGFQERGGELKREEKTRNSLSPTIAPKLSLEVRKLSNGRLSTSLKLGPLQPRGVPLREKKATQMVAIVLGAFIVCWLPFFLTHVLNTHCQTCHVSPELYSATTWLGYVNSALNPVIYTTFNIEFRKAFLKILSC
#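 Cells expressing the human receptor were seeded at 1500 cells/well, incubated overnight at 37 degrees C in 5% CO2, then exposed to library compounds with dopamine controls for 90 minutes at 37 degrees C before luminescent detection.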
# D3 ag – activates the human D3 dopamine receptor; AID 652048; P35462; 410,000 tested, 0.58% active; max activation, %; D3R DiscoveRx beta-arrestin cells, luminescence, 90 min; in the data active = max activation above about 30%; note: 0% is about no effect; mostly tested at two doses, the higher about 12 µM
#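 Agonist mode: compounds and dopamine controls were applied to plated cells for 90 min at 37 degrees C after an overnight attachment at 1500 cells/well. Luminescent read-out followed 30 - 60 minutes at room temperature with DiscoveRx detection reagent.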
# KB-3-1 cytotox – KB-3-1 parental cell cytotoxicity | 400,000 tested, 1.4% active | AID 1347075 | KB-3-1 viability, CellTiter-Glo ATP luminescence, 72 h | Potency, µM (doses to about 46.1 µM), for the others: at the highest dose activity change, negative = cytotoxic, actives largely listed as cytotoxic; note: potency is the fitted concentration of half-maximal effect; % is set by controls: 0 for no effect and ±100 for the full control effect; nearly all actives have a fitted effect of over 60% in size
#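 Cytotoxicity measured as CellTiter-Glo luminescence after 72 h at 37 C. Compound titrations were pinned onto drug-naive KB-3-1 parental adenocarcinoma cells grown in DMEM with 10% FBS, and normalized data fitted to concentration-response curves.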
# SW480 rerep – induces DNA re-replication in SW480 colon adenocarcinoma cells. SW480 DNA re-replication, Hoechst DNA content imaging, 48 h. Potency, µM (series often up to 46.1 µM), for inactives: top-dose re-replication activation, actives largely listed as activators. 340,000 tested, 1.8% active. AID 624297; note: potency is the fitted concentration of half-maximal effect; % of control where 0% means no effect; nearly all actives have a fitted effect of over 55% in size
#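 Per well, 250 cells were exposed to pinned compound for 48 hr. Nuclear DNA was visualised with Hoechst (40 min, 37 C) and total object intensity recorded by fluorescence scanning.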
# * marks the source's active call; other numbers are inactive results; u = inconclusive; x = no result given; & = joins results of further samples; [ ] = dose if it differs, or a comment. Unless noted, calls come from the whole dose curve; as a rule, active = well fitted curve in the direction sought with a large enough effect; inconclusive = small, poorly fitted or top-dose-only effect, or another doubt; inactive = no such curve, though single readings can be large; an effect the other way counts as inactive or inconclusive.
# Field names: A = HT1080NT lethal; B = GLP1R ag; C = HT1080 IDH1KD tx; D = IL1B secr inh; E = KB-V1 MDR tox; F = D3 antag; G = D3 ag; H = KB-3-1 cytotox; I = SW480 rerep
SMILES: CC1(C)Cc2c(c(=S)nc(-c3ccccc3)n2Cc2cccnc2)CO1
  A: -4.3%	B: -15.7%	C: -2.1%	D: -14.2	E: -27.4%	F: 10.0	G: 0.8	H: -2.7%	I: 1.8%

SMILES: O=C(c1ccccc1OCc1ccccc1Br)N1CCN(c2ncccn2)CC1
  A: u	B: 24.4%	C: u	D: -3.5	E: 6.51µM*	F: -11.6	G: -24.4	H: u	I: u

SMILES: COc1ccc(-n2nc(C(=O)NCC(=O)NCCN(C)C)c3ccccc3c2=O)c(OC)c1
  A: -3.2%	B: -0.4%	C: 3.0%	D: 8.6	E: u	F: 29.5	G: -1.6	H: 33.4%	I: -0.9%

SMILES: COc1ccc2ccccc2c1C=NN1CCCCC1
  A: -8.3%	B: 15.7%	C: -8.6%	D: 3.0	E: 19.5%	F: 0.0	G: -2.0	H: -10.9%	I: x

SMILES: Cc1ccc(C2CCN(C(=S)NC3CCCCC3)C2)cc1 (centres undefined)
  A: u	B: 15.2%	C: u	D: 29.8	E: -0.6%	F: -6.4	G: 2.0	H: -7.3%	I: u

SMILES: Cc1ccc(C(=O)NCCNC(=O)c2ccccn2)cc1
  A: u	B: 10.2%	C: 16.5%	D: -7.8	E: -9.2%	F: 4.1	G: -5.7	H: 1.8%	I: -8.7%

SMILES: Cc1ccc(NC(=O)c2ccc([N+](=O)[O-])cc2Cl)nc1
  A: -5.6%	B: 6.4%	C: 1.2%	D: 0.0	E: -26.8%	F: -11.2	G: -4.4	H: -3.1%	I: -5.0%

SMILES: O=c1oc(-c2cccs2)nc2sc3c(c12)CCCC3
  A: -0.5%	B: -9.0%	C: -0.1%	D: 32.9	E: 9.2%	F: -11.8	G: -2.5	H: -1.8%	I: u

SMILES: C=CCNC(=O)CSc1nc2sccc2c(=O)n1-c1ccccc1
  A: -6.3%	B: 11.8%	C: 1.0%	D: 5.9	E: -2.1%	F: -28.7	G: -6.4	H: 19.4%	I: -18.0%

SMILES: O=C(COC(=O)c1ccc(O)cc1O)Nc1cc(-c2ccccc2)nn1-c1ccccc1
  A: u	B: 14.6%	C: u	D: -57.7*	E: -12.1%	F: 0.0	G: 0.4	H: -10.8%	I: -113.0%[inhibitor]

SMILES: CCOC(=O)C1(Cc2ccccc2)CCCN(C(=O)c2cnn(CC)c2)C1 (centres undefined)
  A: 8.6%	B: -0.9%	C: 22.2%	D: 14.8	E: 5.5%	F: 0.7	G: 4.4	H: -6.7%	I: 26.2%

SMILES: O=c1ccccn1Cc1c(F)cccc1Cl
  A: 1.3%	B: 1.4%	C: 18.2%	D: 0.1	E: 5.9%	F: -8.7	G: -8.3	H: u	I: 0.4%

SMILES: COc1ccccc1CN1C[C@@H]2C[C@@H](c3ccc4nsnc4c3)N3CCC[C@@]23C1=O
  A: -18.9%	B: 19.3%	C: -16.1%	D: -18.9	E: 10.2%	F: 2.5	G: -0.3	H: -7.7%	I: 19.0%

SMILES: COc1cc2c(=O)n(CCC(=O)NCC3CCCO3)c(=O)n(CC(=O)Nc3ccc(F)cc3)c2cc1OC (centres undefined)
  A: 4.7%	B: 8.9%	C: 1.5%	D: 21.0	E: 0.0%&10.9%	F: 0.2	G: 1.8&2.7	H: 5.4%&5.5%	I: -27.0%

SMILES: CC(O)(c1cccc(F)c1)c1nc(-c2ccoc2)cs1 (centres undefined)
  A: u	B: -5.3%	C: u	D: -27.3	E: -3.3%	F: 2.0	G: -2.3	H: 0.0%	I: x

# Reformatted field by field: part of the list above.
> O=C(COC(=O)c1ccc(O)cc1O)Nc1cc(-c2ccccc2)nn1-c1ccccc1
  HT1080NT lethal: u
  GLP1R ag: 14.6%
  HT1080 IDH1KD tx: u
  IL1B secr inh: -57.7*
  KB-V1 MDR tox: -12.1%
  D3 antag: 0.0
  D3 ag: 0.4
  KB-3-1 cytotox: -10.8%
  SW480 rerep: -113.0%[inhibitor]

> CCOC(=O)C1(Cc2ccccc2)CCCN(C(=O)c2cnn(CC)c2)C1 (centres undefined)
  HT1080NT lethal: 8.6%
  GLP1R ag: -0.9%
  HT1080 IDH1KD tx: 22.2%
  IL1B secr inh: 14.8
  KB-V1 MDR tox: 5.5%
  D3 antag: 0.7
  D3 ag: 4.4
  KB-3-1 cytotox: -6.7%
  SW480 rerep: 26.2%

> O=c1ccccn1Cc1c(F)cccc1Cl
  HT1080NT lethal: 1.3%
  GLP1R ag: 1.4%
  HT1080 IDH1KD tx: 18.2%
  IL1B secr inh: 0.1
  KB-V1 MDR tox: 5.9%
  D3 antag: -8.7
  D3 ag: -8.3
  KB-3-1 cytotox: u
  SW480 rerep: 0.4%

> COc1ccccc1CN1C[C@@H]2C[C@@H](c3ccc4nsnc4c3)N3CCC[C@@]23C1=O
  HT1080NT lethal: -18.9%
  GLP1R ag: 19.3%
  HT1080 IDH1KD tx: -16.1%
  IL1B secr inh: -18.9
  KB-V1 MDR tox: 10.2%
  D3 antag: 2.5
  D3 ag: -0.3
  KB-3-1 cytotox: -7.7%
  SW480 rerep: 19.0%

# Quoted from the listing.
# `C=CCNC(=O)CSc1nc2sccc2c(=O)n1-c1ccccc1` – HT1080NT lethal: -6.3%
# `Cc1ccc(C(=O)NCCNC(=O)c2ccccn2)cc1` – GLP1R ag: 10.2%

# (more compounds)
# Field names: A = HT1080NT lethal; B = GLP1R ag; C = HT1080 IDH1KD tx; D = IL1B secr inh; E = KB-V1 MDR tox; F = D3 antag; G = D3 ag; H = KB-3-1 cytotox; I = SW480 rerep
SMILES: Cc1ccc2nc3n(c(=O)c2c1)-c1cc2ccccc2cc1C(=O)NC3Cc1ccc(O)cc1 (centres undefined)
  A: 9.2µM*	B: -2.8%	C: 13µM*	D: 27.9	E: 0.0%	F: 12.9	G: 13.8	H: u	I: x

SMILES: Cc1cc(C)cc(NC(=O)c2ccc3c(c2)CCN3S(C)(=O)=O)c1
  A: -3.6%	B: 1.5%	C: -2.1%	D: -18.3	E: 17.2%	F: -5.0	G: -5.9	H: -4.5%	I: -7.3%

SMILES: Cc1nn(Cc2ccccc2Cl)c(C)c1NC(=O)CCCn1nc([N+](=O)[O-])c(Cl)c1C
  A: 5.2%	B: 7.3%	C: 2.6%	D: -7.7	E: u	F: -7.5	G: -7.0	H: -0.4%	I: 2.8%

SMILES: COCCNC(=S)N/N=C(\C)c1ccccc1OC
  A: 18.8%	B: 7.6%	C: 6.0%	D: -17.9	E: 1.6%	F: -5.2	G: 2.7	H: -22.9%	I: -3.3%

SMILES: CC(Oc1ccc(F)cc1F)C(=O)/C=C/N(C)C (centres undefined)
  A: 5.7%	B: -12.9%	C: 1.1%	D: -12.1	E: -16.8%	F: 22.4	G: 3.8	H: 4.7%	I: -0.9%

SMILES: CC(C)Nc1ncnc2c1cnn2-c1ccccc1
  A: u	B: -1.2%	C: 13.8%	D: u	E: u	F: 7.8	G: 3.7	H: u	I: -3.4%

SMILES: CCOC(=O)c1ccc2nc(C)c(CCC(C)=O)c(Cl)c2c1
  A: -5.0%	B: 22.3%	C: -3.2%	D: 3.9	E: -23.5%	F: 22.2	G: 4.8	H: -5.2%	I: 2.6%
